Source: PubChem BioAssay (National Center for Advancing Translational Sciences (NCATS))
LDHA inh: blocks human lactate dehydrogenase A; purified LDHA, NADH/diaphorase-resazurin fluorescence; hits give low values; activity change, % (values are at about 110 or 230 µM); hit rate 0.15% among 480,000; AID 1347041; in the data active means activity change below about -30%; inconclusive means mostly about -25% to -30%;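 further: plate controls were DMSO wells for no effect and wells without enzyme for full effect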
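Human LDH5 at 2 nM final in Tris HCl pH 7.4 with 0.06 mM NADH and 0.2 mM pyruvate, reacted 5 minutes at room temperature. Remaining NADH coupled via diaphorase/resazurin; resorufin fluorescence read at 0 and 20 minutes, normalized to enzyme-free and DMSO wells.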
Vif-APOBEC3G blk: inhibitors of Vif-APOBEC3G interaction; Q9HC16; hit rate 0.076% among 410,000; HeLa A3G-eYFP + Vif (tagged APOBEC3G with the HIV-1 protein that degrades it), YFP fluorescence, overnight; Potency, µM (titrated, usually from 46.1 µM), for the others: top-dose activity, negative = active, hits mostly inhibitors;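 further: potency means the concentration at half of the fitted maximal effect; on the % scale 0 is the no-effect control and ±100 the full control effect; nearly all actives have a fitted effect of over 60% in size; hits raise eYFP signal because A3G escapes Vif-driven loss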
Target sequence (Q9HC16 whole entry, looked up): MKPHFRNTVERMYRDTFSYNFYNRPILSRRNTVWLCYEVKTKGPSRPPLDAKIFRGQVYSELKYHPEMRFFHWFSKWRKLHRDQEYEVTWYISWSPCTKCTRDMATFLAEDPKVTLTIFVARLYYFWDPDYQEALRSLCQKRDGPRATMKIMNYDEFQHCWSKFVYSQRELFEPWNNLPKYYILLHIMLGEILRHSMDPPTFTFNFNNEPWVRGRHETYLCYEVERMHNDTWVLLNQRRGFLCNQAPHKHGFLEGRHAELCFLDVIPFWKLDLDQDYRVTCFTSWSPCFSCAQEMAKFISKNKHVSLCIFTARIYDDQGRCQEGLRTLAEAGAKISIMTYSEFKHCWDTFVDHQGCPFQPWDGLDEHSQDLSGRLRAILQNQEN
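HeLa cells stably expressing Vif and C-terminally eYFP-tagged A3G, seeded overnight at 37 deg C, then exposed to compound by pintool overnight at 37 deg C. Rise in yellow fluorescence (Ex 488/Em 500-530, Acumen) marks blocked Vif-driven A3G degradation.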
mIDH1 inhibitor: inhibitors of human mutant IDH1 R132H; IDH1-R132H enzyme, NADPH consumption, diaphorase/resazurin fluorescence; Potency, µM (doses to about 76.6 µM), inactives show top-dose activity change, negative = inhibition, hits mostly inhibitors; O75874; hit rate 0.093% among 390,000; further: potency means the concentration at half of the fitted maximal effect; on the % scale 0 is the no-effect control and ±100 the full control effect; nearly all actives have a fitted effect of over 65% in size
Target sequence (O75874 whole entry R132H, stated change not applied): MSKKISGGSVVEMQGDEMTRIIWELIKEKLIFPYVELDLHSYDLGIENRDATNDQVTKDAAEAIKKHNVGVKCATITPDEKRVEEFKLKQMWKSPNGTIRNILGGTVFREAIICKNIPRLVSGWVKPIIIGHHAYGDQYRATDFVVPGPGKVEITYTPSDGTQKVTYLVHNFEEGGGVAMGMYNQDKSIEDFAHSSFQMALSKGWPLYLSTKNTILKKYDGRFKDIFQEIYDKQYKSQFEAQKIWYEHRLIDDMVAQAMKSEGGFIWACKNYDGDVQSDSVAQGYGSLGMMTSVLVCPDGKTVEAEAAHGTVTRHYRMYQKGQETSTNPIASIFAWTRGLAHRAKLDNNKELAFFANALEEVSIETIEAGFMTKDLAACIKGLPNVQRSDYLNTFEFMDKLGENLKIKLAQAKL
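IDH1-R132H (0.5 ug/mL) preincubated 30 min with compound, then NADPH (0.016 mM) and alpha-KG (2 mM) added; 80 min at RT, pH 7.5. Remaining NADPH coupled via diaphorase/resazurin to fluorescence (540/590 nm); concentration-response curves normalized to no-enzyme control.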
Vif-APOBEC3F blk: Vif-A3F binding inhibition; AID 602313; HeLa A3F-eYFP + Vif (tagged APOBEC3F with the HIV-1 protein that degrades it), YFP fluorescence increase; Potency, µM (highest dose often 46.1 µM), for the others: at the top dose activity, negative = active; hit rate 0.2% among 390,000; further: potency means the concentration at half of the fitted maximal effect; % of control where 0% means no effect; nearly all actives have a fitted effect of over 65% in size
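HeLa cells stably expressing Vif plus C-terminally eYFP-tagged A3F were seeded, incubated overnight at 37 deg C, dosed with compound, incubated overnight again at 37 deg C. Yellow fluorescence (Ex 488/Em 500-530) reported blocked Vif-mediated A3F-eYFP degradation.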
TrxR1 substrate: rat thioredoxin reductase 1 substrate activity. O89049. purified TrxR1 substrate turnover, NADPH consumption readout. Potency, µM (series often up to 114 µM), for inactives: at the highest dose activity change, negative = substrate turnover. hit rate 0.01% among 390,000. AID 588456; further: potency means the concentration at half of the fitted maximal effect; on the % scale 0 is the no-effect control and ±100 the full control effect; nearly all actives have a fitted effect of over 50% in size
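Rat TrxR1, dispensed at 90 nM, was prereduced with 400 uM NADPH (final) for 5 min at ~22 deg C, then incubated with compound 15 min before 400 uM selenite. A first-read NADPH fluorescence drop versus no-compound background flagged substrates.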
TrxR1 inh: inhibitors of rat thioredoxin reductase 1. O89049. recombinant rTrxR1, NADPH fluorescence consumption, selenite substrate. Potency, µM (highest dose often 114 µM), for the others: top-dose activity change, negative = inhibition, hits mostly inhibitors. hit rate 1% among 390,000; further: potency means the concentration at half of the fitted maximal effect; on the % scale 0 is the no-effect control and ±100 the full control effect; nearly all actives have a fitted effect of over 65% in size
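Rat TrxR1 (90 nM in the dispensed reagent) was pre-reduced with 400 uM NADPH for 5 min at room temperature, then incubated with compound for 15 min. After 400 uM selenite was added, NADPH fluorescence (Ex 340/Em 450 nm) was followed for 8 min.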
USP1 inh: blocks the human USP1/UAF1 deubiquitinase complex. hit rate 0.23% among 390,000. recombinant USP1/UAF1, Ub-Rhodamine cleavage fluorescence. Potency, µM (top dose mostly 57.1 µM), without a hit: at the top dose activity change, negative = inhibition, actives largely listed as inhibitors. O94782; further: potency means the concentration at half of the fitted maximal effect; on the % scale 0 is the no-effect control and ±100 the full control effect; nearly all actives have a fitted effect of over 60% in size; inactives centre near -12
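1 nM enzyme complex + cpd, 15 min RT; start with Ub-Rho 150nM final; kinetic fluorescence ex 480/em 540, 6 reads q60 s. Buffer 50mM HEPES pH 7.8, 0.5mM EDTA, 0.1 mg/ml BSA, 1mM TCEP, 0.01% Tween-20.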
Glioma ERSR ind: inducers of ER stress response in human glioma cells | U87-MG GRP78 promoter luciferase reporter, 16 h | Potency, µM, for inactives: at the highest dose activation, usual class: activators | hit rate 0.02% among 420,000 | AID 602332; further: potency means the concentration at half of the fitted maximal effect; series mostly up to about 76 µM; % of control where 0% means no effect; nearly all actives have a fitted effect of over 35% in size
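Stably transfected U87-MG glioma cells carrying a GRP78-based luciferase sensor; 16 h compound incubation. Luminescence end-point read 10 min after Bright-Glo addition at room temperature.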
RGS4 inh: human RGS4 inhibition; P49798; Transcreener GDP fluorescence polarization, RGS4-accelerated GTP hydrolysis; Potency, µM (highest dose often 114 µM), for inactives: at the top dose activity change, negative = inhibition, usual class: inhibitors; hit rate 0.039% among 390,000; AID 504845; further: potency means the concentration at half of the fitted maximal effect; on the % scale 0 is the no-effect control and ±100 the full control effect; nearly all actives have a fitted effect of over 75% in size; some results filed as inactive show a strong effect at the top dose
Target sequence (P49798 whole entry, looked up): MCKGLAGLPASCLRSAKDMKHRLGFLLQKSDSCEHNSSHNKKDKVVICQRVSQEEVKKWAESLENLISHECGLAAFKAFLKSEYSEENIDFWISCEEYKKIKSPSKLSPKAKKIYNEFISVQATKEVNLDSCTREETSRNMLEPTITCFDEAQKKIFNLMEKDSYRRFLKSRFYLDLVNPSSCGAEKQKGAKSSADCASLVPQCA
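MLSMR compounds (23 nl, pin-transferred) preincubated 10 min at room temperature with a 500nM (2x) first reagent, then RGS4 at 900nM (2x) plus Transcreener GDP mix added; fluorescence polarization (620/688 nm) read before and after 90 min at 30 °C.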
Active calls of the source: *; [ ] = another dose, or the depositor's remark. Unless noted, the call rests on the fitted dose curve; in most records, active means well fitted curve in the direction sought with a large enough effect; inconclusive means small, poorly fitted or top-dose-only effect, or another doubt; inactive means no such curve, though single readings can be large; an effect the other way counts as inactive or inconclusive. A portion of the library; count on the stated rates, not on these rows.

Results for O=C1CCCc2ccccc2N1Cc1cccc(F)c1 ?
LDHA inh: -2; Vif-APOBEC3G blk: -3%; mIDH1 inhibitor: 9%; Vif-APOBEC3F blk: -8%; TrxR1 substrate: 7%[57.1 µM]; TrxR1 inh: 9%[57.1 µM]; USP1 inh: 1%; Glioma ERSR ind: -3%; RGS4 inh: -20%

Results for CC1C(=O)C(C)C(c2ccc(O)cc2)NC1c1ccc(O)cc1 (stereo not drawn) ?
LDHA inh: 1; Vif-APOBEC3G blk: -2%; mIDH1 inhibitor: -2%; Vif-APOBEC3F blk: 0%; TrxR1 substrate: 2%; TrxR1 inh: 13%; USP1 inh: -17%; Glioma ERSR ind: -5%; RGS4 inh: 17%

What do the screens show for `O=C(CSc1n[nH]c(-c2ccccc2Br)n1)NC(=O)NCc1ccco1`?
LDHA inh: -16; Vif-APOBEC3G blk: -3%; mIDH1 inhibitor: -6%; Vif-APOBEC3F blk: -1%; TrxR1 substrate: 4%; TrxR1 inh: 5%; USP1 inh: -12%; Glioma ERSR ind: 0%; RGS4 inh: 13%

Results for O=C(COC(=O)c1ccccn1)Nc1ccc(S(=O)(=O)N2CCOCC2)cc1 ?
LDHA inh: -4; Vif-APOBEC3G blk: 0%; mIDH1 inhibitor: 5%; Vif-APOBEC3F blk: -1%; TrxR1 substrate: 12%; TrxR1 inh: 22%; USP1 inh: -19%; Glioma ERSR ind: -2%; RGS4 inh: -5%

Results for O=C(Cn1cccc1)Nc1ccc(F)cc1F ?
LDHA inh: -14; Vif-APOBEC3G blk: -1%; mIDH1 inhibitor: 5%; Vif-APOBEC3F blk: -16%; TrxR1 substrate: 14%; TrxR1 inh: 23%; USP1 inh: -10%; Glioma ERSR ind: 0%; RGS4 inh: 2%

How did Cc1ccc([C@@H]2[C@@H]3C(=O)N(C)C(=O)[C@@H]3[C@]3(C)C(=O)N(CC4CC4)CC(=O)N23)o1 do in these assays?
LDHA inh: -5; Vif-APOBEC3G blk: -2%; mIDH1 inhibitor: 7%; Vif-APOBEC3F blk: 0%; TrxR1 substrate: 6%; TrxR1 inh: 4%; USP1 inh: -2%; Glioma ERSR ind: -3%; RGS4 inh: 19%

How did O=C(CNS(=O)(=O)c1ccc(Br)s1)NC1CCCc2ccccc21 (stereo not drawn) do in these assays?
LDHA inh: -2; Vif-APOBEC3G blk: 1%; mIDH1 inhibitor: -3%; Vif-APOBEC3F blk: 2%; TrxR1 substrate: -1%; TrxR1 inh: 7%; USP1 inh: -21%; Glioma ERSR ind: -4%; RGS4 inh: 17%

What do the screens show for `CCN(C(=O)COC(=O)c1cc(S(=O)(=O)N2CCOCC2)ccc1F)C1CCS(=O)(=O)C1` (stereo not drawn)?
LDHA inh: -2; Vif-APOBEC3G blk: 0%; mIDH1 inhibitor: -1%; Vif-APOBEC3F blk: 5%; TrxR1 substrate: -9%; TrxR1 inh: -13%; USP1 inh: -4%; Glioma ERSR ind: -5%; RGS4 inh: 33%

How did CCS(=O)(=O)N1CC(=O)N(c2ccc(Cl)cc2C)C(C)(C(=O)NC2CCCCC2)C1 (stereo not drawn) do in these assays?
LDHA inh: -13; Vif-APOBEC3G blk: 1%; mIDH1 inhibitor: -9%; Vif-APOBEC3F blk: -1%; TrxR1 substrate: -4%; TrxR1 inh: 6%; USP1 inh: -16%; Glioma ERSR ind: -2%; RGS4 inh: -6%

What do the screens show for `CCC(=O)N1N=C(c2c(O)n(C)c(=O)n(C)c2=O)CC1c1ccccc1` (stereo not drawn)?
LDHA inh: 3; Vif-APOBEC3G blk: -1%; mIDH1 inhibitor: -8%; Vif-APOBEC3F blk: 0%; TrxR1 substrate: -6%; TrxR1 inh: -1%; USP1 inh: -18%; Glioma ERSR ind: -5%; RGS4 inh: 15%

How did C[C@H]([C@H](O)c1ccccc1)N(C)C(=O)CN do in these assays?
LDHA inh: 0; Vif-APOBEC3G blk: 0%; mIDH1 inhibitor: -3%; Vif-APOBEC3F blk: -1%; TrxR1 substrate: 6%; TrxR1 inh: 0%; USP1 inh: -23%; Glioma ERSR ind: -6%; RGS4 inh: -19%

How did Cc1cc(Cn2nc(-c3ccccc3)cc2C(=O)NCc2cccs2)on1 do in these assays?
LDHA inh: -3; Vif-APOBEC3G blk: -6%; mIDH1 inhibitor: -1%; Vif-APOBEC3F blk: 5%; TrxR1 substrate: 6%[57.1 µM]; TrxR1 inh: 4%; USP1 inh: -13%; Glioma ERSR ind: -4%; RGS4 inh: -2%

How did COC(=O)c1ccc(CN2CCN(C3CCCCC3)C(CCO)C2)cc1 (stereo not drawn) do in these assays?
LDHA inh: -3; Vif-APOBEC3G blk: -1%; mIDH1 inhibitor: -10%; Vif-APOBEC3F blk: 5%; TrxR1 substrate: 4%; TrxR1 inh: 8%; USP1 inh: -8%; Glioma ERSR ind: -8%; RGS4 inh: 7%

Results for CCC(C)C(NC(=O)C1CCC(C)CC1)C(=O)Nc1ccc(OC)cc1 (stereo not drawn) ?
LDHA inh: -4; Vif-APOBEC3G blk: 1%; mIDH1 inhibitor: 6%; Vif-APOBEC3F blk: -7%; TrxR1 substrate: 9%[57.1 µM]; TrxR1 inh: 18%; USP1 inh: -22%; Glioma ERSR ind: 3%; RGS4 inh: inconclusive

Results for CCCCNC(=O)c1cc2cccc([N+](=O)[O-])c2[nH]1 ?
LDHA inh: 3; Vif-APOBEC3G blk: -2%; mIDH1 inhibitor: 9%; Vif-APOBEC3F blk: 8%; TrxR1 substrate: -7%; TrxR1 inh: 6%; USP1 inh: -15%; Glioma ERSR ind: -1%; RGS4 inh: -10%

What do the screens show for `Cc1cc(C(=O)Nc2cnc3ccccc3c2)ccc1[N+](=O)[O-]`?
LDHA inh: -12; Vif-APOBEC3G blk: -1%; mIDH1 inhibitor: -2%; Vif-APOBEC3F blk: -1%; TrxR1 substrate: 13%[57.1 µM]; TrxR1 inh: 17%[57.1 µM]; USP1 inh: inconclusive; Glioma ERSR ind: -1%; RGS4 inh: -13%

How did Clc1cccc(Cl)c1Cn1nnc(-c2cccs2)n1 do in these assays?
LDHA inh: -4; Vif-APOBEC3G blk: -2%; mIDH1 inhibitor: 0%; Vif-APOBEC3F blk: -4%; TrxR1 substrate: 0%; TrxR1 inh: 11%; USP1 inh: -8%; Glioma ERSR ind: 3%; RGS4 inh: inconclusive

How did O=C(CN1CCN(c2ccccc2)CC1)c1ccc2cc[nH]c2c1 do in these assays?
LDHA inh: -10; Vif-APOBEC3G blk: -1%; mIDH1 inhibitor: -6%; Vif-APOBEC3F blk: 1%; TrxR1 substrate: 1%[57.1 µM]; TrxR1 inh: -17%[57.1 µM]; USP1 inh: -4%; Glioma ERSR ind: -3%; RGS4 inh: -5%

How did Cc1ccc(/C=C/C(=O)NCCCn2ccnc2)cc1 do in these assays?
LDHA inh: -6; Vif-APOBEC3G blk: -1%; mIDH1 inhibitor: 0%; Vif-APOBEC3F blk: -13%; TrxR1 substrate: 11%[11.4 µM]; TrxR1 inh: 21%[11.4 µM]; USP1 inh: -13%; Glioma ERSR ind: 4%; RGS4 inh: 3%

What do the screens show for `O=C(NC1CCCC1)c1cccc(S(=O)(=O)N2CCCCC2)c1`?
LDHA inh: -3; Vif-APOBEC3G blk: 1%; mIDH1 inhibitor: 9%; Vif-APOBEC3F blk: -8%; TrxR1 substrate: 3%[57.1 µM]; TrxR1 inh: 1%[57.1 µM]; USP1 inh: 6%; Glioma ERSR ind: -5%; RGS4 inh: -45%

Results for O=C(OC(C(=O)Nc1cc(Cl)cc(Cl)c1)c1ccccc1)C1=COCCO1 (stereo not drawn) ?
LDHA inh: 5; Vif-APOBEC3G blk: -15%; mIDH1 inhibitor: 9%; Vif-APOBEC3F blk: 11%; TrxR1 substrate: 7%; TrxR1 inh: -4%; USP1 inh: -19%; Glioma ERSR ind: -2%; RGS4 inh: 1%

Results for Cc1ccc2nc(SCC(=O)N3CCCCC3)nc(=O)n2c1 ?
LDHA inh: 0; Vif-APOBEC3G blk: -5%; mIDH1 inhibitor: 0%; Vif-APOBEC3F blk: -2%; TrxR1 substrate: 0%; TrxR1 inh: -4%; USP1 inh: -4%; Glioma ERSR ind: -3%; RGS4 inh: -40%

Results for CCOc1ccc(C(=O)Nc2cc(-c3nc4ccccc4[nH]3)ccc2C)cc1[N+](=O)[O-] ?
LDHA inh: -9; Vif-APOBEC3G blk: -8%; mIDH1 inhibitor: 0%; Vif-APOBEC3F blk: 6%; TrxR1 substrate: -8%; TrxR1 inh: 14%[57.1 µM]; USP1 inh: -4%; Glioma ERSR ind: 2%; RGS4 inh: -4%

How did O=C(CSc1ncccc1C(=O)O)NC12CC3CC(CC(C3)C1)C2 do in these assays?
LDHA inh: -1; Vif-APOBEC3G blk: 0%; mIDH1 inhibitor: -1%; Vif-APOBEC3F blk: 1%; TrxR1 substrate: -2%[57.1 µM]; TrxR1 inh: 15%[57.1 µM]; USP1 inh: -14%; Glioma ERSR ind: -1%; RGS4 inh: -32%
